Source: PubChem BioAssay (Broad Institute)
S100A4 inh HTS: S100A4-myosin IIA interaction inhibition. S100A4/TAMRA-MyoIIA peptide fluorescence polarization. inhibition, % at 10.7 µM. actives 0.14% (n = 360,000). AID 652163;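 active = mean inhibition of at least 70% across replicates, with every replicate also reaching that level; inconclusive = mean inhibition reaches 70% but some replicates fall short; inactive = mean inhibition below 70%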
Target sequence (P26447 whole entry, looked up): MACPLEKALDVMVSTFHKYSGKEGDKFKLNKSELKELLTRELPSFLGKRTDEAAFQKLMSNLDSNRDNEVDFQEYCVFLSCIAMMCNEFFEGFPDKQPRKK
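incubation = readout 5 min after mixing, signal stable up to 60 min | system = S100A4 monomer protein | buffer or medium = HEPES pH 7.2 with CaCl2, KCl, NaCl, DTT, Triton | benchmarks = neutral control DMSO, positive control TFP | also added = fluorescent myosin IIA peptide, 5 nM | compound dosing = one concentration per compound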
C2C12 statin: suppression of simvastatin myotoxicity. AID 602340. rescue of ATP level, % at 7.49 µM. C2C12 myotubes + simvastatin, ATP luminescence, 48 h; scaled: DMSO 0, geranylgeraniol control 100. actives 0.78% (n = 330,000);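 active = mean ATP rescue above about 67%, or every replicate alone reaching that limit, limit read from the data, passing the limit was not always enough; inconclusive = no clear call, values can overlap the other calls; inactive = mean under the limit and some replicate under it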;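 note: myotubes were challenged with 10 µM simvastatin during compound exposure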
FN deposition inh: fibronectin deposition inhibition; AH1F fibroblasts, Alexa488-fibronectin deposition fluorescence, overnight; inhibition, % at 12.6 µM; actives 0.086% (n = 350,000);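 active = mean inhibition across replicates of 30% or more, regardless of how many single replicates reach that level; inconclusive = mean under 30% yet at least half of replicates reach 30%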;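 note: positive control wells lacked labelled fibronectin entirely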
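Assay system: AH1F fibroblasts assembling fluorescent fibronectin matrix; Amount: 10000 AH1F cells per well; Buffer or medium: DMEM, 2% serum; Probe or stimulus: Alexa488-fibronectin, 24 nM final in well; Doses: single compound dose, delivered by pin transfer; Incubation: 1 h adhesion, overnight exposure; Measured by: fluorescence 485/525 nm; Read-out: fibronectin deposition inhibition.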
esBAF inh: blocks esBAF chromatin remodeling in mouse ES cells; Bmi1-luciferase knock-in reporter, 24 h; 100% = twice the neutral-well signal; reporter increase, % at 12.5 µM; actives 2% (n = 350,000); in the data active = activation above about 40%; inconclusive = no clear call, values can overlap the other calls;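 note: 0% = median of the plate's neutral control wells and 100% = double that signal; a rise in the Bmi1 reporter signal indicates esBAF inhibition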
LGR2 inh: Drosophila LGR2 receptor signaling inhibition; inhibition, % at 9.99 µM; HEK293 LGR2, CRE-luciferase, bursicon-stimulated, 4 h; actives 0.35% (n = 380,000);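 active = drop in luminescence signal, shown as inhibition above about 50% in the replicate tests, limit read from the data, passing the limit was not always enough; inconclusive = probably only some replicates passing the limit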;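 note: agonist challenge used bursicon conditioned medium at about half maximal strength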
SIRT5 inh: blocks human SIRT5 desuccinylation of peptide; Purified SirT5, succinyl-peptide AMC, trypsin-coupled fluorescence; inhibition, % at 15 µM; actives 1.1% (n = 330,000); AID 652115; in the data active = inhibition above about 15%; inconclusive = no clear call, values can overlap the other calls
Target sequence (Q9NXA8 whole entry, looked up): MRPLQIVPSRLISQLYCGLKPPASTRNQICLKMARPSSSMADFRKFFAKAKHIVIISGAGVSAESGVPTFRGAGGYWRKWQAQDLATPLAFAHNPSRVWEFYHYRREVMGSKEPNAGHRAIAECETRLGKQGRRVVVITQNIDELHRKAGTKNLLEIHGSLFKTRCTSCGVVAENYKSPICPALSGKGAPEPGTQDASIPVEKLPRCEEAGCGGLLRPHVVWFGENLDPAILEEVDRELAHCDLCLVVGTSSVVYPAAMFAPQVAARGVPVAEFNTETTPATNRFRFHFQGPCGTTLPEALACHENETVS
CASP6 VEID inh: caspase-6 (human) enzyme inhibition | purified caspase-6, Z-VEID-R110 cleavage fluorescence | inhibition, % at 12.5 µM | actives 0.53% (n = 350,000) | AID 686996;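 active = mean inhibition across replicates at least about 35%, with every replicate also reaching that limit, limit read from the data; inconclusive = only one of the two criteria met; inactive = neither criterion met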;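 note: 0% = median of neutral control wells and 100% = no fluorescence left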
Target sequence (P55212 24-179 limits assumed): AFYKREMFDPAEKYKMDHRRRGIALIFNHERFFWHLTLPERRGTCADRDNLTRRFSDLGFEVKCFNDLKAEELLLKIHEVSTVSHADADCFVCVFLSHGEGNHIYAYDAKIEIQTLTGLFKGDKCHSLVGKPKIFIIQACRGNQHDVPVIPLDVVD
Target sequence (P55212 194-293 limits assumed): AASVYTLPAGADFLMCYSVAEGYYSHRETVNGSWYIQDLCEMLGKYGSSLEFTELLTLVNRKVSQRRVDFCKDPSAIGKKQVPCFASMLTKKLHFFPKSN
* marks the source's active call; other numbers are inactive results; ? = inconclusive; · = no result given. A portion of the library (hit frequency here may not be typical).

SMILES	S100A4 inh HTS	C2C12 statin	FN deposition inh	esBAF inh	LGR2 inh	SIRT5 inh	CASP6 VEID inh
COc1ccc(S(=O)(=O)N(C)C[C@H]2Oc3c(NS(=O)(=O)c4cn(C)cn4)cccc3C(=O)N([C@@H](C)CO)C[C@H]2C)cc1	7	30	·	4	-3	-4	-1
CCOc1ccc(-c2n[nH]c(=S)n2Cc2ccccc2)cc1	-20	15	-4	-3	13	-5	37*
O=C(Cc1ccc(Cl)cc1)Nc1cccnc1Cl	-7	5	8	-5	-43	-2	0
COc1cc2c(cc1O)C(CSC)Cc1cc3c(cc1N(C)CC2)OCO3 (stereo not drawn)	-3	12	-5	-1	17	-3	0
CN(C)S(=O)(=O)c1ccc2c(c1)nc(CCC(=O)NCC1CCCCC1)n2C	·	11	5	-4	·	·	·
CCOC(=O)c1[nH]c2cc(OC)c(OC)cc2c1NC(=O)CCN1CCSCC1	2	·	3	·	·	-3	4
CCOC(=O)C(NCCc1ccc(F)cc1)(NC(=O)CC)C(F)(F)F (stereo not drawn)	-2	·	4	·	-13	-4	0
O=C1CN(S(=O)(=O)c2ccccc2)C[C@H]2[C@@H](c3ccc(C#Cc4ccccc4)cc3)[C@@H](CO)N12	46	·	·	·	4	6	1
CCCN1Cc2cccc(C(=O)NC(C)c3cccs3)c2C1=O (stereo not drawn)	·	3	-2	2	·	·	·
O=C(c1ccccc1)c1nn(-c2cccc(Cl)c2)ccc1=O	-1	·	-12	·	-32	-2	-2
CC(Oc1cc2oc(=O)c3c(c2cc1Cl)CCC3)C(=O)NCCCN1CCCC1=O (stereo not drawn)	-3	-7	-7	1	-21	0	1
OC(COc1ccc2cc(Br)ccc2c1)Cn1ccnc1 (stereo not drawn)	3	0	4	6	-13	-2	-5
N#C[C@@H]1[C@@H](c2ccc(-c3ccncc3)cc2)[C@@H](CO)N1C(=O)C1CCCCC1	-4	2	-2	-5	-16	3	1
CCCn1c(=O)n(C)c(=O)c2c(SCC(=O)NCc3ccco3)nc(C3CC3)nc21	-3	-3	·	-1	16	-2	3
CC(=O)NCC1(c2ccccc2)CCN(CCCC(=O)c2ccc(F)cc2)CC1	0	-6	4	0	-1	·	-2
COc1cccc(CNS(=O)(=O)c2cccc(S(=O)(=O)N3CCOCC3)c2)c1	·	-18	-3	3	·	·	·
COc1ccc(C(=O)NN/C=C/C(=O)c2ccc(Br)cc2)cc1	2	3	5	0	-1	-1	-2
CC(=O)c1ccc(S(=O)(=O)N2CCN(C(C)=O)CC2)cc1	-13	2	6	-12	-10	-4	14
CCC/C=N/Nc1nnc(Cc2ccc(OC)c(OC)c2)c(=O)[nH]1	-3	5	0	-4	-6	1	-2
CCOC(=O)C1CSCCS(=O)(=O)N1Cc1cccc(F)c1 (stereo not drawn)	-1	·	1	·	-7	3	-2
COC(=O)C1=C(N)Oc2c(oc(CO)cc2=O)C1c1c(F)cccc1Cl (stereo not drawn)	-9	·	-10	·	·	-6	0
CCc1ccccc1NC(=O)N[C@H](C(=O)O)C(C)CC (stereo partly drawn)	·	6	·	-1	26	·	·
CC(C)CCNC(=O)c1onc(CSc2ccc(Cl)cc2)c1C(=O)NCCC(C)C	-1	10	-7	1	-16	·	8
COc1ccc(C=O)cc1COc1c(F)c(F)cc(F)c1F	·	-15	8	2	·	·	·
CCOc1ccccc1N(C)S(=O)(=O)c1ccc2c(c1)N(C(C)=O)CCO2	8	-2	5	4	11	-2	4
CCC(=O)Nc1ccc2c(c1)C(=O)N(C)C[C@@H](OC)[C@H](C)CN(C(=O)CC)[C@@H](C)CO2	-5	-2	-12	2	3	1	-1
CC(=O)N(C)C[C@@H]1Oc2cc(-c3ccccc3)ccc2S(=O)(=O)N([C@@H](C)CO)C[C@H]1C	-6	-7	-6	3	-5	-2	-1
CCCCCCC(=O)Nc1nc(C)c(-c2csc(Nc3cc(Cl)ccc3C)n2)s1	-14	-22	-8	-10	-3	·	5
c1ncc(-c2ccc(C3[C@@H]4CN(Cc5cocn5)C[C@H]3N4)cc2)cn1 (stereo partly drawn)	-1	·	0	·	7	-2	-91
COc1ccc(Cl)cc1S(=O)(=O)N1CCN=C1c1ccccc1	4	-1	-5	-2	14	-4	-1
COc1ccc(S(=O)(=O)Nc2ccc3c(c2)CC(=O)N([C@@H](C)CO)C[C@@H](C)[C@@H](CN(C)C(=O)Nc2c(C)noc2C)O3)cc1	3	-25	-1	-2	1	5	1
COc1ccccc1N1CCN(C(=O)c2cc(=O)c3cc(C)ccc3o2)CC1	-3	0	8	1	-4	0	4
CC(=O)Oc1ccccc1-c1nc(/C=C/c2ccccc2)no1	2	-4	4	21	·	-4	1
COc1ccc(C)cc1S(=O)(=O)NCc1ccccn1	1	7	5	-28	-29	0	-2
C[C@H]1CN([C@@H](C)CO)C(=O)c2cc(NC(=O)CCN3CCOCC3)ccc2O[C@H]1CN(C)C(=O)Nc1ccc(C(F)(F)F)cc1	2	-44	·	-1	10	0	0
Cc1occc1C(=O)NNC(=O)c1ccccc1F	-4	·	5	·	-5	-2	2
Cc1ccc(S(=O)(=O)N2C[C@@H](C)[C@]3(C2)[C@H](O)[C@H](OC(=O)Nc2cccs2)C[C@H]2C(=O)N(c4ccccc4)C(=O)[C@H]23)cc1	-1	6	-8	4	35	-2	6
O=C(N[C@H]1CC[C@@H](CCNS(=O)(=O)c2ccc(F)cc2)O[C@H]1CO)c1cnccn1	1	2	-7	4	-21	0	3
COc1cc(C(=O)N2CCN(c3ccccc3O)CC2)ccc1OCC(=O)N1CCOCC1	2	2	-2	-2	-10	0	7
Cc1ccccc1S(=O)(=O)N1CC[C@@H]2[C@H]1c1cc(-c3ccc(F)cc3)ccc1N(C)[C@H]2CO	-10	-23	7	-3	-6	15	1
CCOc1cc(NC(=S)NCCCOC)c(OCC)cc1NC(=O)c1ccco1	·	-15	19	-3	-11	·	·
CCCn1c(=O)c2ccccc2n2c(SCc3c(C(=O)OCC)oc4ccccc34)nnc12	·	14	·	-5	8	·	·
COc1ccc(/C=C/C(=O)O)cc1S(=O)(=O)NC1CCS(=O)(=O)C1 (stereo not drawn)	0	·	-2	·	·	-5	6
CC(C)CN(C(=O)COC(=O)c1cnc(Cl)c(Cl)c1)c1c(N)n(Cc2ccccc2)c(=O)[nH]c1=O	3	-16	8	4	2	-2	19
Cc1noc(C)c1C(=O)N1CCN(c2ccc(OCc3ccccc3)cc2)CC1	-1	·	-2	·	4	5	0
O=C(c1ccco1)N1CCN(C(c2ccccc2Cl)c2nnnn2Cc2ccco2)CC1 (stereo not drawn)	-3	-22	·	15	25	-3	8
COc1ccc(NS(=O)(=O)c2cc(NC(=O)c3ccccc3)ccc2N2CCOCC2)cc1	4	8	12	6	0	-2	1
COc1ccc(CCN(Cc2ccccn2)C(=S)Nc2cccc(C)c2)cc1OC	-2	8	-2	-3	-20	-3	3
CCC(C)(C)c1nnc(NC(=O)C2CC(=O)N(CCc3ccc(F)cc3)C2)s1 (stereo not drawn)	26	4	4	0	-4	14	10
CC(=O)N=c1sccn1CC(O)c1ccccc1 (stereo not drawn)	7	7	3	0	1	-2	-1
COc1ccc(NC(=S)Nc2cc(C(F)(F)F)ccc2F)cc1	-2	·	3	·	·	-1	-2
c1ccc(C2CC(c3ccccc3)n3c(nc4ccccc43)N2)cc1 (stereo not drawn)	4	·	6	·	-2	0	-2
Cc1ccc(S(=O)(=O)Nc2ccc3c(c2)C(=O)N([C@H](C)CO)C[C@H](C)[C@H](CN(C)C(=O)NC2CCCCC2)OCCCC[C@H](C)O3)cc1	52	·	·	6	-2	11	2
CC(NCC(=O)Nc1ccccc1C(=O)NC1CC1)c1ccccc1Cl (stereo not drawn)	-10	5	7	-1	10	-3	1
C/C=C/c1ccc([C@H]2[C@H]3CN(C(=O)Nc4cc(F)ccc4F)CCCCN3[C@H]2CO)cc1	7	24	·	3	2	0	-8
CN[C@H]1C[C@H]2c3cc(-c4ccccc4)ccc3CCN2C(=O)[C@H]1[C@H](C)O	7	23	5	1	2	-1	0
C[C@@H]1CN([C@H](C)CO)C(=O)Cc2cc(NC(=O)CCCCCC(=O)Nc3ccccc3N)ccc2O[C@H]1CN(C)C(=O)Nc1ccc(F)cc1	-31	24	-2	3	14	·	-2
O=C(CSc1nccc(=O)[nH]1)Nc1cccc2ccccc12	10	-2	7	0	-5	8	-2
Cc1ccc(-c2nnn(CC(=O)N(c3ccccc3F)C(C(=O)NC3CCCC3)c3ccncc3)n2)o1 (stereo not drawn)	1	43	5	-2	12	-3	1
Cc1cccc(S(=O)(=O)NC(=O)C2(C)CCN2C(=O)Cc2ccc(C(C)(C)C)cc2)c1 (stereo not drawn)	1	4	3	-3	·	4	0

Further records.
SMILES	S100A4 inh HTS	C2C12 statin	FN deposition inh	esBAF inh	LGR2 inh	SIRT5 inh	CASP6 VEID inh
CN(Cc1ccccc1)S(=O)(=O)c1ccc(OCC(=O)Nc2cccc([N+](=O)[O-])c2)cc1	-4	17	-1	0	-1	0	-4
COc1ccc(CCNC(=O)C2=CC=CN3CCS(=O)(=O)N=C23)cc1	37	-1	0	-6	-26	-3	1
CC=Cc1ccc2n(c1=O)C[C@@H]1[C@@H](CO)[C@H](C(=O)N[C@@H](C)c3ccccc3)[C@H]2N1CC (mixture of isomers)	15	-10	·	-1	4	-5	2
COC(=O)c1cc(-c2ccc(OC)cc2)n[nH]1	-1	3	-17	?	-25	-1	-1
Cc1cnc(C(=O)OCC(=O)Nc2cc(Cl)ccc2C#N)cn1	1	1	9	-12	-10	-7	-5
N#C[C@@H]1[C@@H](c2ccc(C#Cc3cccnc3)cc2)[C@@H](CO)N1C(=O)C1CC1	9	-5	3	3	6	-2	2
Cc1ccc(NC(=O)C2CC(=O)n3c(nc4ccccc43)N2)cc1 (stereo not drawn)	-5	5	·	-2	-8	-1	-1
C[C@H](NS(=O)(=O)c1ccc(F)cc1)C(=O)OCC(=O)c1c(N)n(C)c(=O)n(C)c1=O	-2	-9	-5	-4	-7	-3	6
CCCCNC(=O)Cn1c2c(c(-c3ccccc3Cl)cc1=O)CCC2	2	3	5	-2	-9	-4	6
CS(=O)(=O)N1[C@H](CO)[C@@H](c2ccccc2-c2ccccc2F)[C@@H]1C#N	?	·	-1	·	-4	·	-1
CC(C)c1ccc(CN(C(=O)/C=C/c2ccco2)C2CCS(=O)(=O)C2)cc1 (stereo not drawn)	4	·	-1	·	2	-6	4
Cc1cccc(N2CCN(C(=O)c3cn(C)c(=O)c4c3c3ccccc3n4C)CC2)c1C	1	-6	·	-8	6	-1	6
COc1ccc(-c2cc(=O)c3ccc(O)cc3o2)cc1	13	5	·	18	-18	0	-4

Quoted at random: five records from the list, in no set order.
SMILES	S100A4 inh HTS	C2C12 statin	FN deposition inh	esBAF inh	LGR2 inh	SIRT5 inh	CASP6 VEID inh
COC(=O)c1cc(-c2ccc(OC)cc2)n[nH]1	-1	3	-17	?	-25	-1	-1
Cc1cccc(N2CCN(C(=O)c3cn(C)c(=O)c4c3c3ccccc3n4C)CC2)c1C	1	-6	·	-8	6	-1	6
CC(C)c1ccc(CN(C(=O)/C=C/c2ccco2)C2CCS(=O)(=O)C2)cc1 (stereo not drawn)	4	·	-1	·	2	-6	4
CC=Cc1ccc2n(c1=O)C[C@@H]1[C@@H](CO)[C@H](C(=O)N[C@@H](C)c3ccccc3)[C@H]2N1CC (mixture of isomers)	15	-10	·	-1	4	-5	2
COc1ccc(-c2cc(=O)c3ccc(O)cc3o2)cc1	13	5	·	18	-18	0	-4
